PRMT1 FP inh: PRMT1 (human) inhibition, primary screen | recombinant PRMT1, activity-based probe fluorescence polarization | inhibition, % at 2.79 µM | actives 1.3% (n = 370,000);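 active = inhibition above about 21% made by adding two undisclosed values, limit read from the data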
mABHD4 FP: inhibits mouse alpha/beta hydrolase domain 4; purified mABHD4, FP-Rh probe fluorescence polarization; inhibition, % at 8.92 µM; actives 0.54% (n = 370,000); AID 720543;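 active = inhibition exceeding the mean over every tested compound plus 3 SD, cut at about 30% in these data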;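 note: 0% = plate median of compound wells and 100% = S159A mutant with DMSO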
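assay system = mABHD4 protein | compound dosing = single nominal dose of 8.92 µM, 0.89% DMSO final | read-out basis = percent inhibition of probe binding, normalized to plate controls | schedule = Enzyme–compound pre-incubation 45 min, then probe 60 min, both 25 °C | detection = fluorescence polarization, excitation 525 nm, emission 598 nm, BODIPY TMR filters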
PG9 binder: PG9 antibody binding by small molecule | TR-FRET gp120-PG9 antibody binding | actives 0.43% (n = 360,000) | inhibition, % at 6.7 µM | AID 624416; in the data active = inhibition above about 8.5%
LEDGF integ inh: blocks HIV-1 LEDGF/p75-dependent DNA integration | inhibition, % at 3.7 µM | TR-FRET IN-LEDGF/p75 DNA integration, Eu/Cy5 | actives 0.64% (n = 370,000);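 active = inhibition above the screen-wide mean plus 3 SD, cut at about 13% in these data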;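 note: signal is the Cy5 over europium emission ratio at 671 and 618 nm; 0% = plate median of compound wells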
TCR CD3 inh: inhibitors of human TCR-CD3 interaction | TAMRA-labeled TCR probe fluorescence, biochemical | actives 0.37% (n = 360,000) | AID 651800 | inhibition, % at 9.4 µM; in the data active = inhibition above about 19%;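 note: recombinant mutant TCR 2C K166C tagged with TAMRA read by polarization; 0% = receptor in buffer alone and 100% = receptor with positive control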
HTRA1 inhibitor: inhibitors of human serine peptidase HTRA1; Q92743; recombinant HTRA1, FP-rhodamine activity-based probe, fluorescence polarization; inhibition, % at 5.96 µM; actives 0.5% (n = 340,000); AID 504803; in the data active = inhibition above about 36%;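 note: 0% = enzyme with DMSO and 100% = wells lacking enzyme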
Target sequence (Q92743 whole entry, looked up): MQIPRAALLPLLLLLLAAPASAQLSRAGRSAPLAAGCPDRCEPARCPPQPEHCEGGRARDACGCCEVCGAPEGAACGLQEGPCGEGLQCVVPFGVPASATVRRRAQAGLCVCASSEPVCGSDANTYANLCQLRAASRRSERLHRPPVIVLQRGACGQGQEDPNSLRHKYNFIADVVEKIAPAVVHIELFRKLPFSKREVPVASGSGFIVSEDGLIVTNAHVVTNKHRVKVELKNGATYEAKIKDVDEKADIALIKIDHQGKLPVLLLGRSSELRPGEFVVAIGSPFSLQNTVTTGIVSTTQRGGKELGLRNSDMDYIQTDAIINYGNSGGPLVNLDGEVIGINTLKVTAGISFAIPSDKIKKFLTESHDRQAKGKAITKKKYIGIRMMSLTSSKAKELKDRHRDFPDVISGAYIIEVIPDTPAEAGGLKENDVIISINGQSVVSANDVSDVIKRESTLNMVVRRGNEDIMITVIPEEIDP
Rev-erbA mod: Rev-erb alpha (human) modulation | activity, % at 10 µM | Rev-erbα–FITC-DNA binding, fluorescence polarization, 90 min | AID 1259318 | actives 0.79% (n = 370,000) | P20393;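 active = activity above about 14%, limit read from the data; passing the limit was not always enough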;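 note: 0% = DMSO wells with 35 nM protein and 100% = DMSO wells with 750 nM protein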
Target sequence (P20393 whole entry, looked up): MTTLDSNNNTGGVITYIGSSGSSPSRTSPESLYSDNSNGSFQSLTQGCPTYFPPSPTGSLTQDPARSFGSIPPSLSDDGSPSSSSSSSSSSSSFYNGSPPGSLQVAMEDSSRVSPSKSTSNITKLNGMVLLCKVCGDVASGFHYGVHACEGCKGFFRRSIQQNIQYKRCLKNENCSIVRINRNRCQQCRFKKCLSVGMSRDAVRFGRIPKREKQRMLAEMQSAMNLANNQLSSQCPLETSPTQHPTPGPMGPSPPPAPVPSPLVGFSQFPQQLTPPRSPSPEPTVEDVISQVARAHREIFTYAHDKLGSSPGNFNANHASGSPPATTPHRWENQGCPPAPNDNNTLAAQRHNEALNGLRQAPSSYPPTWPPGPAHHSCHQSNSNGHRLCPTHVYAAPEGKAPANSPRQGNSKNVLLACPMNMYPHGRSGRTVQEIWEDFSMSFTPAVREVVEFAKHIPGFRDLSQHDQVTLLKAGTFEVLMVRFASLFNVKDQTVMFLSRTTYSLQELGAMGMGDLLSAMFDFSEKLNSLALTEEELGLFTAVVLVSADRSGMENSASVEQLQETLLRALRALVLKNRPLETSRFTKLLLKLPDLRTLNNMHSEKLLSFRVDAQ
rCAG binder: r(CAG) repeat RNA binding | TO-PRO-1 dye displacement fluorescence | inhibition, % at 3 µM | actives 1.3% (n = 370,000) | AID 651821;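 active = inhibition above the plate cutoff, the mean of all test compounds on that plate plus 3 SD, cut at about 35% in these data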;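 note: 0% = DMSO alone and 100% = 100 µM mitoxantrone as full dye displacement; higher means more dye released from RNA so lower well fluorescence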
TDP2 absorb: TDP2 (human) inhibition, absorbance primary screen | AID 720702 | recombinant TDP2, T5PNP hydrolysis, p-nitrophenol absorbance 415 nm | inhibition, % at 12.8 µM | O95551 | actives 0.34% (n = 370,000);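 active = inhibition above the mean of all tested compounds plus 3 SD, set per campaign, cut at about 25% in these data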;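 note: 0% = DMSO with enzyme and 100% = buffer with substrate but no TDP2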
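Test system: Human TDP2 enzyme | Reagent: 5 mM T5PNP | Compound dosing: 12.8 µM single point, 1% DMSO | Incubation: Enzyme reaction with compound for 2 h at 37 °C | Technique: p-Nitrophenol epi absorbance | Read-out: % inhibition relative to enzyme-containing and enzyme-free wells | Benchmarks: High control without enzyme, low control DMSO plus TDP2 | Replicates: Singlicate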
SIAE primary: human SIAE inhibition, primary screen | Q9HAT2 | SIAE FP-Rh probe binding, fluorescence polarization | inhibition, % at 9.66 µM | actives 0.69% (n = 370,000) | AID 1053197;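 active = inhibition above a cutoff: mean of compounds within the control limits plus 3 SD of those, cut at about 17% in these data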;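 note: 0% = plate median of compound wells and 100% = probe without SIAE protein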
* hit, by the source's call; nt = no result given. Some of the compounds tested, so the mix of outcomes need not match the whole.

SMILES	PRMT1 FP inh	mABHD4 FP	PG9 binder	LEDGF integ inh	TCR CD3 inh	HTRA1 inhibitor	Rev-erbA mod	rCAG binder	TDP2 absorb	SIAE primary
Cc1ccc(OCC(O)CN2CCCC2)cc1 (configuration not stated)	1	-3	-0.8	5	-1	7	1	5	-9	10
CNCC(O)CN1CCN(c2ccccc2OC)CC1 (configuration not stated)	1	-2	-1.6	1	0	7	4	2	-8	3
COCc1[nH]nc2c1C(c1ccccc1)N(c1ccccc1)C2=O (configuration not stated)	4	5	0.3	-2	5	nt	-3	-1	-1	4
O=C(CC12CC3CC(CC(C3)C1)C2)NCc1ccc(F)cc1	3	11	0.6	-2	2	6	-2	-2	5	0
O=C(NCCc1cn2ccsc2n1)C1CCCCC1	-6	-1	-1.0	2	-3	1	-1	2	-5	0
Cc1ccc(NS(=O)(=O)c2ccc3[nH]c(=O)[nH]c3c2)c(C)c1	1	-1	-0.2	0	-1	-5	2	-1	-4	-3
Cc1ccc(S(=O)(=O)Nc2ccccc2CNc2ncc(Br)cc2Br)cc1	-2	7	0.5	-3	6	-2	6	4	1	-30
Cn1cccc1C(C#N)c1cccc(F)c1C#N (configuration not stated)	3	2	-1.5	1	-4	1	3	14	0	-1
CCOc1nc(NCCO)nc(Nc2cc(Cl)ccc2OC)n1	1	0	-0.2	5	6	3	3	3	-1	-7
Cc1ccccc1CS(=O)(=O)Cc1ccc(C(=O)NCCCN2CC(C)CC(C)C2)o1 (configuration not stated)	-5	-3	-0.1	-1	-1	2	1	-1	-6	3

The final 2 entries of the part above lead into the next:
SMILES	PRMT1 FP inh	mABHD4 FP	PG9 binder	LEDGF integ inh	TCR CD3 inh	HTRA1 inhibitor	Rev-erbA mod	rCAG binder	TDP2 absorb	SIAE primary
CCOc1nc(NCCO)nc(Nc2cc(Cl)ccc2OC)n1	1	0	-0.2	5	6	3	3	3	-1	-7
Cc1ccccc1CS(=O)(=O)Cc1ccc(C(=O)NCCCN2CC(C)CC(C)C2)o1 (configuration not stated)	-5	-3	-0.1	-1	-1	2	1	-1	-6	3
COc1ccc(CCC(=O)N2CCN(S(=O)(=O)c3ccc(OC)c([N+](=O)[O-])c3)CC2)cc1	-3	-2	0.1	3	-6	-4	6	4	-6	0
CCc1[nH]nc2c1C1(CCOC1C)C(C#N)=C(N)O2 (configuration not stated)	-2	-2	-0.6	1	3	-4	5	1	5	0
COC(=O)C1=C(C)NC=C([N+](=O)[O-])C1c1ccc(OC)cc1 (configuration not stated)	8	-1	2.0	1	-4	1	-2	2	-1	-3
CCC1NC(=S)NC(C)=C1C(=O)c1ccccc1 (configuration not stated)	1	-3	-0.1	-2	6	1	1	-2	7	-3
O=C(CSc1ncccn1)NN=C1CCCCCCC1	1	-2	0.1	1	4	7	4	0	2	7
Cc1ccc2sc(N(CCCN(C)C)C(=O)c3ccc(Br)s3)nc2c1C	4	10	0.5	-1	7	-22	9	10	-9	-5
O=C(O)c1cccc2c1C(=O)N(c1ccc3c(c1)Cc1ccccc1-3)C2=O	-1	14	1.3	-3	-11	2	-2	5	5	1
COc1cccc(O)c1CN1CCC(C(=O)Nc2ccc(Oc3cccnc3)cc2)CC1	-1	2	-0.7	-4	-5	-1	-5	-7	-7	-5
CCN(CC)CCN1C(=O)c2oc3ccccc3c(=O)c2C1c1ccc(F)cc1 (configuration not stated)	-1	4	-0.7	1	4	1	0	-4	-2	4
O=c1[nH]c2ccc(S(=O)(=O)NCCO)cc2[nH]1	-4	-1	-1.3	-1	5	3	0	-3	8	7
CC[C@]12c3[nH]c4ccccc4c3CCN1C(=O)C(CC(=O)NCc1ccco1)C[C@@H]2C(=O)N1CCN(C(=O)c2ccco2)CC1 (some centres not stated)	7	3	-0.6	0	0	4	7	3	-2	1
Cc1cccc(NC(=O)c2ccc3nc(N4CCOCC4)sc3c2)c1C	3	-2	2.4	-5	0	-6	-1	2	0	-6
COc1ccccc1/C=C/C=N/n1c(-c2ccco2)n[nH]c1=S	3	0	1.4	0	-1	7	5	12	7	-4
Cc1c(O)ccc(C(=O)CN2CCN(Cc3ccccc3)CC2)c1O	1	4	-1.1	-1	3	0	-7	0	-2	8
C#CCOc1nc(OCC#C)nc(OCC#C)n1	2	-3	0.1	-2	-6	1	-2	-5	0	1
Cc1ccc(Cc2c(-c3ccccc3)nc3ccc(Cl)cn23)cc1	1	-14	-0.4	0	-2	-47	4	7	-1	-9
Cc1[nH]nc2c1C(c1ccsc1)C(C#N)=C(N)O2 (configuration not stated)	-2	1	0.1	-1	-6	1	-5	2	-1	-4
C=CCN1CC(O)=C(c2ccccc2)C1=N	0	-1	-0.3	-5	-2	0	-2	-1	-1	1
CCOC(=O)c1csc(NC(=O)C2CCCN(S(=O)(=O)c3ccccc3)C2)n1 (configuration not stated)	5	-18	nt	-2	nt	nt	-2	3	-1	-4
COc1cccc2cc(C(=O)NCC3CCCO3)c(=O)oc12 (configuration not stated)	7	-13	1.8	-2	-8	-1	-3	1	-15	-3
Oc1[nH]c2c(Cl)cc(Cl)cc2c1N=NC(=S)NCC1CCCO1 (configuration not stated)	-3	15	-4.4	1	3	9	-1	11	-8	6
CCCn1c(SC(C)C(=O)NC2CCCC(C)C2C)n[nH]c1=O (configuration not stated)	1	0	-1.4	-5	-7	1	3	-1	2	nt
COC(=O)N(NC(=O)C(O)(C(C)C)C(C)C)c1ccccc1	-1	2	-1.1	-4	4	2	1	0	3	-3
CCOC(=O)c1cnn(CCOC(=O)c2ccc(OC)cc2)c1NC(=O)c1ccc(OC)cc1	-6	-1	0.4	1	5	-24	1	0	-4	0
Cc1ccc(NC(=O)C2C(c3ccccc3)C2(Cl)Cl)c(C)c1 (configuration not stated)	-1	-24	0.3	0	2	-33	nt	-3	-5	-3
C[C@@H]1[C@@H](c2ccccc2)OC(O)([C@H](Cc2ccccc2)NC(=O)OC(C)(C)C)CN1C (some centres not stated)	0	3	nt	0	nt	nt	0	nt	-2	-3
COC(=O)[C@]12CCCCC=C1N(CCC1=CCCCC1)C(=O)[C@H](CC(=O)NCc1ccc(C)o1)C2	6	-8	-1.9	6	-1	nt	3	6	-6	-4
COc1ccc(-c2ccc3c(c2)[C@@H]2C[C@H](N(C)C(=O)C(C)(C)C)[C@H]([C@H](C)O)C(=O)N2CC3)cc1	-2	-4	-1.1	2	-7	-6	1	2	-21	-9
O=C1c2[nH]nc(-c3ccccc3)c2C(c2ccccc2)N1c1ccccc1 (configuration not stated)	-4	-9	0.2	3	2	nt	1	4	-10	-9
COc1ccc(C(=O)NN)cc1COc1ccc(Br)cc1	2	-12	0.6	-1	-6	-26	-6	8	-13	-14

Entries above containing a nitro group on carbon, in the order listed:
SMILES	PRMT1 FP inh	mABHD4 FP	PG9 binder	LEDGF integ inh	TCR CD3 inh	HTRA1 inhibitor	Rev-erbA mod	rCAG binder	TDP2 absorb	SIAE primary
COc1ccc(CCC(=O)N2CCN(S(=O)(=O)c3ccc(OC)c([N+](=O)[O-])c3)CC2)cc1	-3	-2	0.1	3	-6	-4	6	4	-6	0
COC(=O)C1=C(C)NC=C([N+](=O)[O-])C1c1ccc(OC)cc1 (configuration not stated)	8	-1	2.0	1	-4	1	-2	2	-1	-3

(more compounds)
SMILES	PRMT1 FP inh	mABHD4 FP	PG9 binder	LEDGF integ inh	TCR CD3 inh	HTRA1 inhibitor	Rev-erbA mod	rCAG binder	TDP2 absorb	SIAE primary
Cc1ccc(S(=O)(=O)N(C)c2ccccc2C(=O)Nc2c(F)cccc2F)cc1	-7	4	-1.5	36*	0	-3	-1	-4	7	7
Cc1ccc(N(CC(=O)N2CCCCCC2)S(C)(=O)=O)cc1Cl	0	1	-2.3	1	-3	-1	1	-6	6	10
S=c1[nH]nc(-c2cc(-c3ccccc3)n[nH]2)n1/N=C/c1ccc(Br)s1	28*	-3	0.3	3	-1	-10	-3	71*	-6	-20
CCOC(=O)c1sc(C)c2c1NC1(CCCCCC1)NC2=O	0	1	1.3	3	-4	4	-1	-4	0	-1
COc1ccc(-c2cc3nc(C)cc(C)n3n2)cc1	0	-1	-0.4	0	2	-1	-14	-2	-4	-1
CCN(CC)C(=O)CSc1nc2c(sc(=S)n2-c2ccccc2)c(=O)[nH]1	-3	2	0.2	4	8	1	6	12	-1	-2
CC(=O)N[C@@H](Cc1c[nH]c2ccccc12)C(=O)OCC(=O)Nc1cc(C)on1	1	6	-0.4	1	7	7	2	0	3	4
O=S(=O)(c1ccc(OC(F)(F)F)cc1)N1CCC(O)(c2cccc(C(F)(F)F)c2)CC1	2	-36	0.2	-2	-3	-13	3	-7	-23	-13
CC1=CCC[C@@H]2[C@@](C)(CC/C(C)=C/C(=O)O)[C@H](C)CC[C@@]12C	2	-18	-1.0	0	1	-36	2	45*	-11	8
Cc1ccc(S(=O)(=O)N2CC3(O)CN(C(=O)OC(C)C)N(C(=O)OC(C)C)CC3(OC(=O)NCc3ccco3)C2)cc1 (configuration not stated)	1	3	-0.5	2	2	0	-3	0	2	6
Cc1c(NC(=O)Nc2cc(Cl)ccc2Cl)c(=O)n(-c2ccccc2)n1C	0	5	-2.8	0	-2	1	-2	-1	3	2
Cc1ccc(S(=O)(=O)N2CCN(S(C)(=O)=O)CC2)cc1	1	5	2.0	1	-6	6	0	0	-8	-4
COc1ccc2cc3cc(C(=O)NCCN4CCN(c5ccccc5F)CC4)oc3nc2c1	0	0	-1.3	1	-3	-10	3	-2	-4	-10
COC(=O)c1cc2c(c3c4cc(C)ccc4n(S(=O)(=O)c4ccc(OC)cc4)c13)C(=O)N(Cc1ccc(C(F)(F)F)cc1)C2	-1	-8	1.2	1	-1	nt	7	12	-2	-3
CCSc1nn2c(=O)c3ccccc3nc2s1	0	1	3.2	0	6	-7	nt	0	7	2
COc1cc(NC(=O)COC(=O)CSc2cc(C)ccc2C)c(C)cc1[N+](=O)[O-]	4	-6	-1.1	-3	5	-7	-5	1	-2	1
CCOc1ccc2[nH]c3c(c2c1)CNCC3	14	8	-2.6	-5	-12	13	-1	2	2	3
CCOc1ccc(C(=O)NCC(C)CN(C)C)cc1OCC (configuration not stated)	-1	-1	-0.5	0	2	-1	-1	0	1	-3
CC(=O)c1ccc(N2CCN(C(=O)CCNC(=O)Cn3ccc4ccccc4c3=O)CC2)cc1	-4	-2	0.3	2	6	3	1	2	-3	1
Cc1ccc(C(=O)NC(N2CCCC2)C(Cl)(Cl)Cl)cc1 (configuration not stated)	0	-11	-2.2	6	-8	-5	-3	4	-17	-7
c1ccc(-c2nnc(-c3ccccc3)o2)cc1	-3	1	-0.3	-2	11	0	0	0	7	1
CC1=CC(=O)Nc2cncnc2N1	2	-2	-1.0	0	-2	1	0	4	-7	1
CC(=O)Cn1c(CN2CCCCC2)nc2ccccc2c1=O	-5	0	0.1	1	-2	4	-4	-6	-4	-1
Cc1cccc(C)c1OCC(=O)N/N=C/c1cccnc1	-6	-2	-2.4	3	3	-3	0	-4	0	1
N#Cc1ccc(C(=O)OCCCc2cc3ccccc3c(=O)o2)cc1	0	5	-2.0	2	-1	-7	-3	0	-7	-6
O=C(N/N=C/C=C/c1ccccc1[N+](=O)[O-])c1ccncc1	-4	3	-3.6	2	2	6	-6	3	-16	7
